Assay outcomes from PubChem BioAssay.
PL biosyn Enam – blocks phospholipid synthesis in CHO cells, Enamine compounds; ZR-82 CHO cells, pyrene fatty acid UV survival, CellTiter Blue; peroxisome-deficient CHO-K1 mutant line; plus DGAT-1, DGAT-2 and ACAT inhibitors; calls only at 10 µM; 20,000 compounds, 0.4% hits;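 active = cell survival signal 2 SD away from solvent-only control wells, confirmed on one or two retests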;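 note: 3 h compound exposure then viability read about one day after UV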
Calls only; i = inactive; + = active, no number. The list is partial; rates above refer to the full screens.

entry	compound	PL biosyn Enam
1	Clc1ccc(Cc2nc(-c3cccnc3)no2)cc1	i
2	O=S1(=O)c2cccc3cccc(c23)N1Cc1ccc(Cl)cc1	i
3	Cc1sc(N)nc1-c1ccc2c(c1)CCC2	i
4	FC(F)Oc1ccc(NC(=S)NCCCn2ccnc2)cc1	i
5	CCSc1nnc(SCC(=O)Nc2cc(C)on2)s1	i
6	CC(=NC(C)C1CC2CCC1C2)c1c(O)n(CC(C)C)c(=S)[nH]c1=O (stereo not drawn)	i
7	O=C(COC(=O)C1CC2CCCC(C1)C21SCCS1)NC(=O)NC1CCCCC1 (stereo not drawn)	i
8	S=c1nc(CN2CCOCC2)[nH]c2ccccc12	i
9	COc1cc2sc(C)[n+](CCCS(=O)(=O)[O-])c2c2sccc12	i
10	CNC(=S)NNP1(=O)C=C(c2ccccc2)OC(c2ccccc2)=C1	i
11	CN=c1scc(C)n1/N=C/c1ccc(O)cc1O	i
12	Cc1nn(CC(=O)c2cc(C)n(C3CC3)c2C)c(C)c1[N+](=O)[O-]	i
13	COCCNC(=O)C[N+]12CC[N+](CC(=O)NCCOC)(CC1)CC2	i
14	O=S(=O)(c1ccc(C2=NNC(=NCc3ccc4c(c3)OCO4)SC2)cc1)N1CCCCC1	i
15	O=c1cc(CSc2ncccn2)c2cc3c(cc2o1)CCC3	i

A draw from above in order of number of heavy atoms, lowest first.
entry	compound	PL biosyn Enam
9	COc1cc2sc(C)[n+](CCCS(=O)(=O)[O-])c2c2sccc12	i
12	Cc1nn(CC(=O)c2cc(C)n(C3CC3)c2C)c(C)c1[N+](=O)[O-]	i
14	O=S(=O)(c1ccc(C2=NNC(=NCc3ccc4c(c3)OCO4)SC2)cc1)N1CCCCC1	i

(listing goes on)
entry	compound	PL biosyn Enam
16	Fc1ccc(NC2=NCCCCC2)c(F)c1F	i
17	O=S1(=O)N=C(Nc2ccc(F)cc2F)c2ccccc21	i
18	CCOC(=O)c1c(C)[nH]c(C(=O)OCC(=O)N(CC(C)C)C2CCS(=O)(=O)C2)c1C (stereo not drawn)	i
19	S=c1oc(-c2ccco2)nn1CN1CCN(c2cccc(Cl)c2)CC1	i
20	O=S(=O)(NCCCN1CCOCC1)c1ccc2c(c1)OCCO2	i
21	O=C(O)CSc1cc(F)ccc1F	i
22	COCCN=c1scc(-c2ccc(Br)cc2)n1/N=C/c1ccc(SC)cc1	i
23	CN(C)S(=O)(=O)c1cccc(NS(=O)(=O)c2ccccc2)c1	i
24	O=C1C=CC(=O)N1c1ccc(SC(F)(F)C(F)(F)C(F)(F)F)cc1	i
25	Cc1nc(N2CCN(C)CC2)c2c3c(sc2n1)CC(C)CC3 (stereo not drawn)	i
26	CCOC(=O)c1c(C)[nH]c(C(=O)OCc2cc(=O)n3cc(Br)ccc3n2)c1C	i
27	COc1ccc(OC)c(C2C3=C(COC3=O)Nc3[nH]c(=O)[nH]c(=O)c32)c1 (stereo not drawn)	i
28	Cc1cc(C(=O)CN2C(=O)NC(C)(C3CC3)C2=O)c(C)n1CC(F)(F)F (stereo not drawn)	i
29	Cc1sc2ncnc(N=Nc3c(O)[nH]c4ccc([N+](=O)[O-])cc34)c2c1C	i
30	Cc1nc2sc(C(=O)OC(C)C)c(N)c2c(C)c1C	i

Additional structures.
entry	compound	PL biosyn Enam
31	Cc1ccc(C2=N/C(=C\N(C)C)C(=O)O2)cc1	i
32	CC1CCc2c(sc3ncnc(N(C)C4CCCCC4)c23)C1 (stereo not drawn)	i
33	CCN(CC)c1nc2ccccc2s1	i
34	C/C(=N\NC(=O)Cn1ccc(C(F)(F)F)n1)c1ccco1	i
35	Oc1c(C(c2ccc(Br)cc2)N2CCCC2)cc(Cl)c2cccnc12 (stereo not drawn)	i
36	CCCN(CC1CC1)c1ncnc2sc3c(c12)CCC3	i
37	O=S(=O)(c1ccc(S(=O)(=O)N2CCCC2c2ccc3c(c2)OCCO3)cc1)N1CCCC1 (stereo not drawn)	i
38	CC[n+]1ccn(-c2nc3ccccc3nc2[N-]S(=O)(=O)c2ccc(C)cc2)c1	i
39	Cn1ncc2c1/C(=C/c1ccc(Cl)cc1Cl)CC2	i
40	CN(C)/N=C/C=C1\CC/C(=C\c2ccc(Br)cc2)C1=O	i
41	C/C(=N\Nc1nnc(C)c(=O)[nH]1)c1ccncc1	i
42	COc1ccc(-c2nnn(Cc3cc4c(cc3Br)OCO4)n2)cc1OC	i
43	CNC(=S)N1CCN(c2ccc(C(F)(F)F)cn2)CC1	i
44	Clc1ccc2nc(SCCC3CCCCC3)[nH]c2c1	i
45	NC1=NC2(C(=O)Nc3cc4c(cc32)OCCO4)n2c(nc3ccccc32)N1 (stereo not drawn)	i

Next section:
entry	compound	PL biosyn Enam
46	COc1ccc(-c2nnc(SCC3CCOCO3)o2)cc1OC (stereo not drawn)	i
47	Cn1c(N)c(C(=O)CSc2nnc(-c3cccs3)n2C2CC2)c(=O)[nH]c1=O	i
48	O=C(Nc1ccc(F)c(Cl)c1)Nc1ccc(F)cc1F	i
49	Cc1nc(N2CCCN(C)CC2)c2c3c(sc2n1)CCCC3	i
50	Cc1ccc2nc(CSc3nnc4nc(C)cc(C)n34)cn2c1	i
51	COCCn1c(O)c(C=NCCCC(=O)OC)c(=O)[nH]c1=S	i
52	O=C(O)CNC1CCS(=O)(=O)C1 (stereo not drawn)	i
53	C=CCn1c(SCc2nc3cc(Cl)ccc3c(=O)[nH]2)nc2cc(Cl)ccc2c1=O	i
54	CCOC(=O)N/N=C1\CCCCC1C (stereo not drawn)	i
55	FC(F)(F)c1cccc(N2CCN(Cn3nc(-c4ccccc4)n(Cc4ccc5c(c4)OCO5)c3=S)CC2)c1	i
56	COc1ccc2nc3n[nH]c(N)c3cc2c1	i
57	CCC(CC)Nc1nc2cc(C)nn2c2ccccc12	i
58	C=CCNCC(=O)NC12CC3CC(CC(C3)C1)C2	i
59	Cc1ccc(/C=N/NS(=O)(=O)c2cc(C)ccc2C)c(C)c1	i
60	CC1CCCN(Cn2nnc3ccccc32)C1 (stereo not drawn)	i

The listing continues.
entry	compound	PL biosyn Enam
61	CCOC(=O)C1=C(C)NC(C)=C(C(=O)OCC)C1C(=O)OCc1ccc(C(=O)OC)o1	i
62	CCN(CC)P(/C=C1/N(C)c2ccccc2C1(C)C)(=Nc1ccc(C)cc1C)c1ccccc1 (stereo not drawn)	+
63	CCOC(=O)N1CCN(C(=O)COC(=O)CN2C(=O)NC3(CC(C)CC(C)(C)C3)C2=O)CC1 (stereo not drawn)	i
64	CC(C)(C)c1ccc(-c2n[nH]c(=S)n2/N=C/c2ccc(C(F)(F)F)cc2)cc1	i
65	c1cc[n+](CCC[n+]2ccccc2)cc1	i
66	O=P1(Nc2ccc(F)cc2F)C=C(c2ccccc2)OC(c2ccccc2)=C1	i
67	Oc1ccc(/C=N/N=C(c2ccccc2)c2ccccc2)c(O)c1O	i
68	c1ccc2c(SCCSc3c4ccccc4nc4ccccc34)c3ccccc3nc2c1	i
69	O=C1CCCCC1Sc1nnc(-c2ccco2)o1 (stereo not drawn)	i
70	Cc1nc(-c2cccs2)sc1C(=O)OCc1cc(=O)n2ccsc2n1	i
71	O=[N+]([O-])c1ccccc1SNc1cc(C(F)(F)F)ccc1-n1ccnc1	i
72	Cc1ccc(S(=O)(=O)OC2C=CS(=O)(=O)C2)cc1 (stereo not drawn)	i
73	O=S(=O)(Nc1ccc(F)c(F)c1F)c1c(F)cc(F)c(Cl)c1F	i
74	CCOCCCNC(N)=O	i
75	CCc1cc2c(SCC(=O)C(C)(C)C)ncnc2s1	i

Reprinted from the results shown (three entries):
entry	compound	PL biosyn Enam
73	O=S(=O)(Nc1ccc(F)c(F)c1F)c1c(F)cc(F)c(Cl)c1F	i
74	CCOCCCNC(N)=O	i
75	CCc1cc2c(SCC(=O)C(C)(C)C)ncnc2s1	i

Carrying on:
entry	compound	PL biosyn Enam
76	O=C(CN1CSCC1=O)N1CCN(c2ncccn2)CC1	i
77	O=C1NC2(CCCC2)C(=O)N1CC(O)CN1CCOCC1 (stereo not drawn)	i
78	O=C(O)CC(F)(F)CC(=O)O	i
79	CN=c1scc(-c2cc(OC)ccc2OC)n1/N=C1\CCc2ccccc21	i
80	O=S(=O)(c1ccc2oc(=S)n(CN3CCN(c4ccc(O)cc4)CC3)c2c1)N1CCOCC1	i
81	O=c1[nH]cnc2cc([N+](=O)[O-])ccc12	i
82	O=C1c2ccccc2C(=O)N1CN1c2cccc3cccc(c23)S1(=O)=O	i
83	N=C(N)N1CCC2CCCCC2C1 (stereo not drawn)	i
84	Cn1nnnc1Sc1nc(-c2ccccc2)c2ccccc2n1	i
85	O=C(Nc1ccc(F)cc1F)Nc1ccc(F)cc1F	i
86	CC(C)(C)c1ccc(-c2n[nH]c(=S)n2/N=C/c2ccc(Br)s2)cc1	i
87	CCOc1cc(-c2n[nH]c(=S)o2)cc(OCC)c1OCC	i
88	CC(C)(C)c1ccc(/C=C2\N=C(c3ccccc3I)OC2=O)cc1	i
89	O=[N+]([O-])c1ccccc1S(=O)(=O)N1CCc2ccccc21	i
90	Oc1c(Br)cc(Br)cc1C1Nc2ccccc2-c2nc3ccccc3n21 (stereo not drawn)	i

Reprinted at random: two compounds from above
entry	compound	PL biosyn Enam
83	N=C(N)N1CCC2CCCCC2C1 (stereo not drawn)	i
88	CC(C)(C)c1ccc(/C=C2\N=C(c3ccccc3I)OC2=O)cc1	i

Further results follow:
entry	compound	PL biosyn Enam
91	O=C(Cc1nnc2c3ccccc3ncn2c1=O)c1cc2ccccc2o1	i
92	C/C(=N\NC(=S)NC(C)C)c1ccc2c(c1)OCO2	i
93	CCOC(=O)c1cnc2ccccn2c1=O	i
94	O=[N+]([O-])c1ccc(Cl)c(S(=O)(=O)Nc2ccc(Cl)cc2)c1	i
95	O=C1OC(C23CC4CC(CC(C4)C2)C3)=N/C1=C\c1ccc2c(c1)OCO2	i
96	CN(c1ccc(S(N)(=O)=O)cc1[N+](=O)[O-])C1CCCCC1	i
97	O=C(Cn1cnc2sc3c(c2c1=O)CCCC3)NCC1CCCO1 (stereo not drawn)	i
98	O=C(O)CC1S/C(=N\N=C\c2ccco2)NC1=O (stereo not drawn)	i
99	Cn1c(SCc2nc3ccccc3c(=O)[nH]2)nc2ccccc2c1=O	i
100	O=C(COCC(=O)NCCO)NCCO	i
101	Cc1sc2ncnc(Sc3nnc(N)s3)c2c1C	i
102	S=c1[nH]nc(-c2c[nH]c3ccccc23)n1-c1ccccc1	i
103	Cc1sc2c(c1C)CN(Cc1ccco1)CN2C(=O)c1ccco1	i
104	COc1ccc(C2C=C(c3ccccc3)Nc3ncnn32)cc1OC (stereo not drawn)	i
105	COCCn1c(O)c(C(C)=Nc2ccnn2C(C)C)c(=O)[nH]c1=S	i

The listing continues:
entry	compound	PL biosyn Enam
106	O=c1c2ccccc2nc2c3ccccc3c(SCc3ccco3)nn12	i
107	COc1ccc2c(C)cc3nnnn3c2c1	i
108	O=C(/C=C/c1cccs1)Nc1nn2cnnc2s1	i
109	CC1CCC(C(C)C)C(OP(=O)(NCc2ccccc2)c2ccccc2)C1 (stereo not drawn)	i
110	C=CCn1c(SCC(=O)NCC2CCCCC2)nc2sc3c(c2c1=O)CCCCC3	i
111	Cc1cc(NNS(=O)(=O)c2ccc(OC(F)(F)F)cc2)n2ncnc2n1	i
112	Cc1ccc(-c2csc3nc(CSc4nnnn4C)[nH]c(=O)c23)s1	i
113	Cc1nc(SCc2cc(C)on2)c2ccccc2n1	i
114	CN1CCSC1=Nc1cc(S(=O)(=O)N2CCOCC2)ccc1Cl	i
115	Nc1ccc(S(=O)(=O)OCC(F)(F)C(F)(F)C(F)(F)C(F)(F)C(F)(F)C(F)F)cc1	i
116	Cc1noc(C)c1S(=O)(=O)N1CCCC1c1ccc2c(c1)OCCO2 (stereo not drawn)	i
117	Cn1c(=O)c2c(ncn2CCCC(=O)Nc2nc(-c3cccs3)cs2)n(C)c1=O	i
118	CCOC(=O)N1CCN(C(=O)COC(=O)c2[nH]c(C)c(C(C)=O)c2C)CC1	i
119	Nc1[nH]c(=S)nc2sc3c(c12)CCCC3	i
120	C=C(C)CN=c1scc(-c2ccc(C)cc2)n1/N=C(\C)c1ccc(C2CCCCC2)cc1	i

Additional structures follow:
entry	compound	PL biosyn Enam
121	Cc1cc(C2Nc3ccccc3-c3nc4ccccc4n32)c(C)n1C1CC1 (stereo not drawn)	i
122	Cc1cc(C)c2c(c1)/C(=N/NS(=O)(=O)c1ccc(Br)cc1)CCC2	i
123	C=CCNC(=O)NC(=O)Cn1nnc(-c2cccs2)n1	i
124	Cc1ccc(C2=Nn3c(Cc4ccc(Br)cc4)nnc3SC2c2ccc(C)cc2)cc1 (stereo not drawn)	i
125	CSc1n(C)nc(-c2ccccc2F)[n+]1C	i
126	c1cc2c(cc1C1=NNC(=NC3CC3)SC1)CCC2	i
127	CCCNc1nnc(SCc2cscn2)s1	i
128	O=S(=O)(NCC1(N2CCOCC2)CCCCC1)c1ccc(Br)s1	i
129	C[N+](C)(C)Cc1c(-c2ccc(Cl)cc2)nc2sccn12	i
130	O=c1[nH]c(/C=C/c2ccsc2)nc2sc3c(c12)CCCCC3	i
131	Cc1ccc(-c2nn3nnnc3c3ccccc23)cc1C	i
132	CCOC(=O)c1sc(NC(=O)C(C)(C)C)c(C(=O)OCC)c1C	i
133	O=C(O)CC1S/C(=N\N=C\c2ccccn2)NC1=O (stereo not drawn)	i
134	O=C1CSC(=S)N1/N=C/c1ccc([N+](=O)[O-])o1	i
135	S=C1CSc2ccccc2N1	i

Screen by screen, as entered above:
PL biosyn Enam for entries 131–134 → i, i, i, i

New compounds follow.
entry	compound	PL biosyn Enam
136	NS(=O)(=O)c1ccc2nc(NC(=O)CC3CC4CCC3C4)sc2c1 (stereo not drawn)	i
137	COc1ccc(-c2csc(=NC3CCCCC3)n2C2CCCCC2)cc1	i
138	c1sc(NCC2CCCO2)nc1C12CC3CC(CC(C3)C1)C2 (stereo not drawn)	i
139	CCN1CCc2nc(NC(=O)C3CCC(C(C)(C)C)CC3)sc2C1 (stereo not drawn)	i
140	Cn1c(C2=C(O)CN(NC(=O)OC(C)(C)C)C2=N)nc2ccccc21	i
141	Cc1ccc(-n2[nH]c(=S)sc2=S)cc1Cl	i
142	CC(=O)N1CN(CCN2CCOCC2)Cc2c1sc1c2CCCC1	i
143	Brc1ccc(OCc2nnc(-c3cccs3)o2)cc1	i
